# Screens: PubChem, Sanford-Burnham Center for Chemical Genomics
# EBI2 block = EBI2 (human) antagonism; inhibition, % at 5 µM; AID 651636; EBI2 beta-arrestin recruitment, luminescence, 7a,25-OHC stimulated; 360,000 tested, 0.81% active; in the data active means inhibition above about 38%;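 further: enzyme fragment complementation signal reports receptor beta-arrestin coupling in cells; 0% = agonist plus DMSO wells and 100% = wells without agonist; some results beyond the cut were filed as inactive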
# Target sequence (P32249 whole entry, looked up, the tested form may be a part): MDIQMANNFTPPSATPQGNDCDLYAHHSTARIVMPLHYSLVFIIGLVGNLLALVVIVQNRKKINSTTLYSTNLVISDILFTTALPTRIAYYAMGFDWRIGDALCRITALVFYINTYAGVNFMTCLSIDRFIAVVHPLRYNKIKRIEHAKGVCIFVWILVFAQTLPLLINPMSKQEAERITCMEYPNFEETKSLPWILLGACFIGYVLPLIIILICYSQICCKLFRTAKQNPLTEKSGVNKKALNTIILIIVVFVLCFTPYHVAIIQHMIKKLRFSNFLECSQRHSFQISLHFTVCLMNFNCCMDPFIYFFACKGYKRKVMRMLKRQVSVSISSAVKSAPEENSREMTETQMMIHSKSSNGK
# Mdm2-MdmX inh = disrupts the human Mdm2-MdmX interaction; SaOS-2 split-luciferase Mdm2/MdmX complementation, luminescence; inhibition, % at 8 µM; 330,000 tested, 3% active; AID 485346;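 active means inhibition of at least 50% at 8 µM in the primary screen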
# 697 NFkB inh = inhibitors of the PMA/ionomycin-induced NF-kB reporter in 697 B cells; 697 B-cell NF-kB luciferase reporter, 16 h; inhibition, % at 4 µM; 330,000 tested, 0.33% active; AID 435022; in the data active means inhibition above about 35%
# Gli-Sufu block = antagonists of Gli-Sufu signaling | inhibition, % at 5 µM | Sufu-KO-LIGHT fibroblasts, Gli luciferase reporter luminescence | 340,000 tested, 0.74% active;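 active means inhibition above about 55%, limit read from the data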;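 further: 0% = DMSO-treated cells and 100% = wells with medium but no cells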
# CXCR6 inh = CXCR6 (human) receptor inhibition. O00574. CHO-K1 PathHunter CXCR6 beta-arrestin, luminescence. inhibition, % at 20 µM. 360,000 tested, 0.36% active; in the data active means inhibition above about 34%, passing the limit was not always enough;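 further: antagonist mode with CXCL16 agonist at 10 nM final; 0% = 10 nM CXCL16 with DMSO and 100% = unstimulated wells without agonist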
# Target sequence (O00574 whole entry, looked up): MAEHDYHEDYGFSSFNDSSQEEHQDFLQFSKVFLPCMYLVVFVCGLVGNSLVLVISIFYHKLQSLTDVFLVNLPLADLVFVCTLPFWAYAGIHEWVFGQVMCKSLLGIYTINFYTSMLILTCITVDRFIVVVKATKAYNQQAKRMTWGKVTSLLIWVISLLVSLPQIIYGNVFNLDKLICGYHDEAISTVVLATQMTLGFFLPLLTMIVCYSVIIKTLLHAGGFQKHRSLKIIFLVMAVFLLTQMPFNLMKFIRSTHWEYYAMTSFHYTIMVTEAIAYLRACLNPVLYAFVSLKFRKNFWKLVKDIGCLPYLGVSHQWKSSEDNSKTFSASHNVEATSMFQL
# CCR6 antag = blocks CCL20-driven beta-arrestin recruitment at human CCR6; inhibition, % at 20 µM; AID 493098; CHO-K1 CCR6 PathHunter beta-arrestin, luminescence, CCL20-stimulated; 340,000 tested, 0.49% active;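 active means compounds whose inhibition of the agonist-driven luminescence signal at 20 µM reaches about 50%, limit read from the data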;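 further: cells stimulated with CCL20 at 14 nM final; plate controls were DMSO with CCL20 for no effect and DMSO without agonist for full effect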
# Target sequence (P51684 whole entry, looked up): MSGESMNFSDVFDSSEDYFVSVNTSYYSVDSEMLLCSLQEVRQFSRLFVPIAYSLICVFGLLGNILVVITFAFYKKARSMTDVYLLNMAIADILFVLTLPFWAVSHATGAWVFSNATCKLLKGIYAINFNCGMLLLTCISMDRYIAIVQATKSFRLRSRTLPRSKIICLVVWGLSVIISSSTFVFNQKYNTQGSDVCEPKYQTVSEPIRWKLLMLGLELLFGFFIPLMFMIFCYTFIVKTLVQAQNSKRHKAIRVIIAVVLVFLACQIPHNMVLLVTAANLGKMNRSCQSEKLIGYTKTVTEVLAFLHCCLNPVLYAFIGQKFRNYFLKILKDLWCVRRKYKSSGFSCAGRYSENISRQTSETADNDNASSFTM
# CHOP UPR activ = activators of apoptotic arm of unfolded protein response (CHOP) | CHO-CHOP luciferase reporter, UPR activation, luminescence; percent of tunicamycin response over DMSO baseline | 330,000 tested, 0.34% active | activation, % at 10 µM;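 active means at 10 µM dose, activation of 40% or more, normalized to positive control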;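 further: 100% = tunicamycin at 10 µg/mL and 0% = DMSO alone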
#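 Dosing – one dose, 10 µM in 0.5% DMSO · System – CHO-CHOP cells, stable luciferase reporter of PERK-eIF2a-CHOP signalling · Input – 500 cells/well · Control set – tunicamycin 10 µg/mL final as positive, DMSO-only wells as negative · Timing – 6 h compound treatment, 37 °C · Measure – % activation vs tunicamycin · Technique – luminescence read with Steady-Glo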
# Jurkat NFkB inh = lowers PMA/ionomycin-induced NF-kB signal in Jurkat cells. PMA/ionomycin-induced NF-kB luciferase reporter, luminescence. inhibition, % at 4 µM. 330,000 tested, 0.53% active; in the data active means inhibition above about 50%
# UPR XBP1 act = adaptive UPR (XBP1) activation; AID 463104; CHO-XBP1 luciferase reporter, IRE1-XBP1 UPR activation, luminescence; percent of tunicamycin response, DMSO as zero; activation, % at 20 µM; 330,000 tested, 0.33% active;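 active means versus positive control, 20 µM dose yields 30% or more activation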;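 further: 100% = tunicamycin at 10 µg/mL and 0% = DMSO only wells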
#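 Test system: CHO-XBP1 luciferase reporter cells | Buffer or medium: Serum-containing F12 medium, 10% FBS | Schedule: 6 h compound exposure at 37 °C, 5% CO2 | Detection: Steady-Glo luciferase glow luminescence, 10 min after reagent addition | Read-out basis: Activation, % of tunicamycin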
# * marks the source's active call; other numbers are inactive results; x = not tested or not shown. The list is partial; the hit share may differ from the screen's.
# The line under a structure holds: EBI2 block	Mdm2-MdmX inh	697 NFkB inh	Gli-Sufu block	CXCR6 inh	CCR6 antag	CHOP UPR activ	Jurkat NFkB inh	UPR XBP1 act
O=P(Nc1ccccc1)(Oc1ccccc1)Oc1ccccc1
  -18	3	0	2	-3	3	-0.5	-3	4
O=c1[nH]c(=O)n(-c2cccc(F)c2)c(O)c1/C=C1\C=Nc2ccccc21
  -7	18	0	-13	0	-10	3.6	-14	-4
COC(=O)[C@@H]1C(OC(=O)c2ccccc2)CC2CCC1N2C (stereo partly drawn)
  4	6	5	-8	4	6	-1.5	-17	-3
O=C1OC(c2ccc(Br)cc2)=N/C1=C\N1CC2CC(C1)c1cccc(=O)n1C2 (stereo not drawn)
  5	-5	-8	11	3	6	0.2	-10	2
FC(F)(F)c1ccccc1NC1=NCCCS1
  6	4	6	-6	2	5	0.5	1	9
O=C(C1CCC(=O)N1C1CCCCC1)N1CCC2(CC1)OCCO2 (stereo not drawn)
  -15	9	7	-2	-8	-7	-0.4	14	-1
Cc1oc(-c2ccccc2)nc1CN1C(=O)CN=C(c2ccccc2)c2ccccc21
  12	32	5	15	3	6	-0.5	7	4
O=[N+]([O-])c1ccc(N2CCOCC2)c2ccncc12
  1	-2	-1	-4	-4	-3	-0.8	10	4
CNP1(NC)=NC(C(F)(F)F)=NC(C(F)(F)F)=N1
  -12	-2	-22	56*	8	-9	0.1	-43	1
COc1cccc(CNCCc2ccc(F)cc2)c1
  4	19	14	-2	1	11	-0.2	-11	-3
CCOc1ccc(N2C(=O)/C(=C/c3ccc(C)o3)C(=O)NC2=S)cc1
  -4	7	-5	-15	7	18	1.4	-2	-2
CCN1CCN(c2cn[nH]c(=O)c2Cl)CC1
  -6	4	6	-2	-1	5	0.7	3	-3
CC(=O)O[C@H]1CCC2C3CCC4=CC(=O)CCC4=C3C=C[C@@]21C (stereo partly drawn)
  -11	19	-9	9	-4	4	-2.0	3	-4
CCCCCCOc1ccc(CN2CCN(CC)CC2)cc1
  -7	25	-188	1	3	20	1.2	-127	-4
CN(C)C(=O)Oc1ccc(OCc2cccc[n+]2C)cc1
  -11	-32	-22	-3	-1	11	-1.5	-11	1
CC1(C)CC[C@]2(C)CC[C@]3(C)C4C[C@@H]5OO[C@@]6(O5)C(CCCC6(C)C)[C@]4(C)CC[C@@]3(C)C2C1 (stereo partly drawn)
  -3	18	11	6	3	1	2.7	20	1
O=c1ccc2c(O)c3ccoc3cc2o1
  -5	2	0	x	0	11	0.2	-2	0
CC1CC(OC(=O)c2ccccc2)CC(C)N1C (stereo not drawn)
  -13	-2	-6	-1	-5	10	0.9	-2	-2
CCC(=O)c1c(O)n(C2CCCCCC2)c(=O)[nH]c1=O
  1	31	22	6	-2	-8	0.3	10	-6
COC(=O)C1=C(c2ccc(Cl)c(C(F)(F)F)c2)C[C@@H]2CC[C@H]1N2C(=O)N1CCOCC1
  -1	0	-20	5	-3	0	-0.4	9	-4
CCCC(=O)c1cc(CP(=O)(OCC)OCC)oc1C
  -4	-7	1	-1	-2	6	-1.8	-28	-1
O=C(c1ccco1)c1cn(Cc2ccc(Cl)cc2)c2ccccc12
  -26	51*	8	-3	11	-16	1.5	23	-2
CCOc1ccc(NC(=O)N2C[C@H]3C[C@@H](C2)c2cccc(=O)n2C3)cc1
  -3	22	9	4	3	12	1.5	-20	-2
CN1C(=O)C(C2(C#N)CCCCC2)C(=O)N(C)C1=O
  -11	-19	-15	6	-2	2	-0.4	3	0
CCOc1ccc(N=Cc2c(O)n(Cc3ccccc3)c(=S)[nH]c2=O)cc1
  8	24	-11	5	-6	15	4.1	8	6
C/C(=N\N1CCCCCC1)c1c(O)n(C)c(=O)n(C)c1=O
  x	1	-2	x	x	x	-0.9	-4	0
COc1cc2c(cc1OC)[C@H]1C(=O)c3ccc4c(c3O[C@H]1CO2)C[C@@H](C(C)(C)O)O4
  -5	25	-17	14	-8	0	2.0	3	-2
COc1ccccc1N1C(=O)NC(=O)C2(Cc3cc(C)ccc3N(C)C2)C1=O (stereo not drawn)
  -3	-23	4	1	6	0	-0.2	-14	0
COc1cc2c(cc1OC)C(C1c3cc4c(cc3CCN1C)OCO4)OC2=O (stereo not drawn)
  1	1	-7	3	3	4	-1.1	-3	3
CC(C)C/C(=N/O)c1cn(C)c2ccccc12
  3	24	-11	-11	1	6	0.3	-7	-2
CC(Oc1ccc(-c2ccccc2)cc1)C(=O)O (stereo not drawn)
  -5	8	-20	7	1	6	1.4	-15	0
Cc1cccc(N2CCC3(CC2)C(=O)NC(=O)NC3=O)c1
  4	x	x	-1	7	-2	x	x	x
CC(C)N1CCN(c2ccc(O)cc2)CC1
  -11	x	x	14	-5	4	x	x	x
CSc1ccc(C(=O)C2CCCN(CCCn3cccn3)C2)cc1 (stereo not drawn)
  -1	0	15	27	-5	15	0.6	-5	-2
CCc1cccc2c(C#N)cn(CC(=O)N3CCOCC3)c12
  1	1	17	-2	0	0	-0.8	5	-3
Cc1cccc(-c2nc3ccc(C(=O)N4CCC5(CC4)OCCO5)cc3nc2-c2cccc(C)c2)c1
  15	39	7	14	20	37	-0.1	-3	9
c1ccc2c(CCNCc3ccc4c(c3)OCO4)c[nH]c2c1
  -5	-20	-14	8	-4	-14	-2.8	3	3
O=C(c1ccc(C(F)(F)F)cc1)C1CCCN(Cc2ccncc2)C1 (stereo not drawn)
  7	14	-16	56*	-4	-4	1.3	16	0
Cc1nn(CC(C)C)c(Cl)c1C(=O)NC1CCC(C)CC1 (stereo not drawn)
  4	-68	-84	-76	-16	-4	4.8	-101	5
O=C1c2ccccc2-c2cccc3cccc1c23
  5	x	x	-31	-4	15	x	x	x
Cn1c(C(=O)N2CCC(C(=O)N3CCC4(CC3)OCCO4)CC2)cc2sccc21
  14	-2	18	1	-2	13	3.0	10	-1
COc1ccc(NC2(C#N)CCCCC2)cc1
  3	-13	6	-4	-7	-2	-0.4	-7	2
CCCCn1c(O)c(C(C)=Nc2cccc(C(=O)O)c2)c(=O)[nH]c1=O
  7	-21	-16	-2	8	0	-1.3	11	-3
Cc1ccccc1-n1c(/C=C/c2ccccn2)nc2ccccc2c1=O
  5	58*	32	6	8	13	2.8	8	-1
CN1CCN(c2ccc([N+](=O)[O-])c(Sc3ccccn3)c2)CC1
  7	11	-13	0	5	16	0.2	-16	0
Cn1c(O)c(C=NCCCN2CCCC2=O)c(=O)n(C)c1=O
  -11	7	22	-1	-1	-9	-2.7	-2	-4
CN(CCCCC(=O)/C=N/O)Cc1ccccc1 (tested in a mixture with another compound)
  2	-11	-4	5	-4	0	-0.4	4	1
CCOC(=O)C1CCN(/C=C2/C(=O)NC(=O)N(Cc3ccco3)C2=O)CC1
  -2	12	13	16	-7	-20	-0.7	-5	-2
CSc1ncc(CN2CCCC(C(=O)c3cccc(Cl)c3)C2)cn1 (stereo not drawn)
  10	10	0	-1	-1	9	3.1	-6	0
O=C(Cn1cnc2sc3c(c2c1=O)CCCC3)NCCCC(=O)N1CCC2(CC1)OCCO2
  -12	-7	0	45	7	5	-2.3	4	-2
Cc1cc(/C=C2\C(=O)NC(=O)N(C)C2=O)c(C)n1-c1ccc2c(c1)OCO2
  -3	20	7	69*	8	4	1.3	17	1
CN1C(=O)N(C)C(=O)C2(Cc3c(nc4ccccn4c3=O)N3CCc4ccccc4C32)C1=O (stereo not drawn)
  -19	-36	-10	17	-4	-11	2.1	-9	-2
CCCCc1ccc(C(=O)O)nc1
  8	7	-8	1	3	-10	1.7	8	-8
COc1cc(OC)c2c(c1)OCC1CON(C)C21 (stereo not drawn)
  -6	-33	7	-5	0	6	-2.4	6	-3
COc1ccc(NC2=NCC(C)S2)cc1 (stereo not drawn)
  8	2	-7	-25	7	12	1.9	-6	2
Cc1ccsc1C(=O)C1CCCN(Cc2cccc(-n3cccn3)c2)C1 (stereo not drawn)
  10	12	6	0	1	14	-0.3	4	-4
COc1cc2c(cc1OC)-c1c(OC)c(OC)cc3c1[C@H](C2)N(C)CC3
  -29	37	-29	7	-38	-3	-1.0	13	1
O=P(N1CCCCCC1)(N1CCCCCC1)N1CC1
  -4	x	x	7	-6	-8	x	x	x
COc1ccc(CN2CCN(c3ccccc3F)CC2)c(OC)c1
  x	-8	10	x	x	x	-2.7	-13	-1
CCC1(CC)C(=O)N(Cc2ccccc2)C(=O)N(Cc2ccccc2)C1=O
  14	4	-28	32	9	34	-0.1	1	-4

# The list goes on:
# The line under a structure holds: EBI2 block	Mdm2-MdmX inh	697 NFkB inh	Gli-Sufu block	CXCR6 inh	CCR6 antag	CHOP UPR activ	Jurkat NFkB inh	UPR XBP1 act
CC(=NCc1ccco1)c1c(O)n(-c2ccccc2C)c(=O)[nH]c1=O
  -4	7	-18	9	10	6	0.3	-7	-1
O=C1NC(=O)N(c2ccc(F)cc2)C(=O)/C1=C/c1ccc(N2CCOCC2)cc1
  5	-28	0	2	1	10	0.0	-3	-1
O=C(COC(=O)c1ccccc1)Nc1ccc(Cl)cc1C(=O)c1ccccc1
  12	-27	-1	-6	8	20	1.4	-3	1
Cc1[nH]c2ccccc2c1C1=CCNCC1
  17	37	-18	-2	-1	6	-1.8	-8	-2
CN1C(=O)C(Cc2ccsc2)C(=O)N(C)C1=O
  1	25	22	5	1	-8	-1.9	13	1
COc1ccc(C2c3c(nc(C)[nH]c3=O)Oc3c2c(=O)oc2ccccc32)cc1 (stereo not drawn)
  x	38	19	7	x	3	0.3	12	2
C/C(CCc1c[nH]c2ccccc12)=N\O
  6	-11	4	-6	0	-8	-1.6	1	0
CNP(=O)(Oc1ccccc1)OC12CC3CC(CC(C3)C1)C2 (stereo not drawn)
  -7	-27	-25	-10	10	7	0.3	-5	1
Cc1c(C)c2ccc(OCC(=O)N3CCC(C(=O)O)(c4ccccc4)CC3)cc2oc1=O
  0	15	10	0	0	2	0.8	-1	-1
Cc1nc2ccccc2c(=O)n1-c1ccc(Cl)cc1[N+](=O)[O-]
  3	12	9	-15	-7	-1	-0.4	-7	-1
COc1ccccc1-n1c(O)c(C=NCCCn2ccnc2)c(=O)[nH]c1=O
  -7	18	-5	10	-21	-2	-2.9	6	-2
CC[C@H](OC(C)=O)C(C[C@H](C)N(C)C)(c1ccccc1)c1ccccc1
  0	18	15	-7	4	0	-0.7	11	-1
COc1cccc(Oc2c(C)oc3cc(OC(=O)N(C)C)ccc3c2=O)c1
  -1	3	16	-2	6	2	-2.2	-16	-1

# Arranged by formula weight (lowest first): 3 of the compounds above.
# The line under a structure holds: EBI2 block	Mdm2-MdmX inh	697 NFkB inh	Gli-Sufu block	CXCR6 inh	CCR6 antag	CHOP UPR activ	Jurkat NFkB inh	UPR XBP1 act
CN1C(=O)C(Cc2ccsc2)C(=O)N(C)C1=O
  1	25	22	5	1	-8	-1.9	13	1
CNP(=O)(Oc1ccccc1)OC12CC3CC(CC(C3)C1)C2 (stereo not drawn)
  -7	-27	-25	-10	10	7	0.3	-5	1
O=C1NC(=O)N(c2ccc(F)cc2)C(=O)/C1=C/c1ccc(N2CCOCC2)cc1
  5	-28	0	2	1	10	0.0	-3	-1
